Screens: PubChem BioAssay, several laboratories
hgDAF12 agonist: hgDAF-12 agonism, primary luciferase screen. HEK293 GAL4-hgDAF12 UAS-luciferase reporter, agonist luminescence; normalized to butyrate control. activation, % at 6.8 µM. 370,000 tested, 1.8% active;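 active = activation above a cutoff set at the mean of all screened compounds plus 3 SD, cut at about 10% in these data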;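 also: 0% = DMSO wells and 100% = sodium butyrate wells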
NR1D1 modulator: modulates human Rev-erb alpha binding to DNA | P20393 | Rev-erbα–FITC-DNA binding, fluorescence polarization, 90 min | activity, % at 10 µM | 370,000 tested, 0.79% active | AID 1259318;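 active = activity above about 14%, limit read from the data; passing the limit was not always enough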;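 also: 0% = DMSO wells with 35 nM protein and 100% = DMSO wells with 750 nM protein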
ssDAF-12 act: activators of S. stercoralis DAF-12 nuclear receptor. HEK293 ssDAF-12/GRIP1 lit1-tk-luc reporter, luminescence; % of 3 µM dafachronic acid response. activation, % at 6.8 µM. 370,000 tested, 1% active;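 active = activation above the mean over all tested compounds plus 3 SD, cut at about 0.9% in these data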;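 also: 0% = DMSO-only wells and 100% = 3 µM delta7-dafachronic acid wells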
FXN GAA850 act: increases GAA850 frataxin promoter reporter activity; 360,000 tested, 0.56% active; HEK293 lucGAA850 FXN promoter luciferase reporter, 24 h; percent of 10 µM SAHA response; activation, % at 6 µM;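 active = activation above the average of all compounds screened plus 3 SD, cutoff fixed separately per campaign, cut at about 7.5% in these data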;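 also: 0% = DMSO wells and 100% = 10 µM SAHA wells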
SMARCA2 activ: increases SMARCA2 function in MMTV reporter cells; MG213 cells, MMTV-luciferase reporter, dexamethasone, overnight; activation, % at 9.1 µM; 370,000 tested, 1% active; in the data active = activation above about 7.8%;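 also: 0% = vehicle wells and 100% = reference activator wells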
DAX1 inh-1: DAX1 (NR0B1) inhibition, primary screen. HEK293T StAR-luciferase reporter, SF-1/DAX-1 repression relief. inhibition, % at 6.8 µM. 370,000 tested, 1.1% active. AID 652010;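 active = inhibition above the mean over all tested compounds plus 3 SD, cut at about 3.6% in these data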;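 also: 0% = DAX-1 cells with DMSO and 100% = cells lacking DAX-1 with DMSO; higher inhibition means more luminescence from relief of DAX-1 repression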
sPLA2-III inh: Blocks human group III sPLA2 activity | Q9NZ20 | QFRET BODIPY PC-A2 liposome hydrolysis, fluorescence | inhibition, % at 12.2 µM | 370,000 tested, 0.56% active | AID 743126;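 active = inhibition above mean plus 3 SD of compounds lying within the high and low control bounds, cut at about 19% in these data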;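 also: 0% = median of test compound wells and 100% = no enzyme DMSO wells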
DAX1 inh-2: inhibits human nuclear receptor DAX1; 340,000 tested, 0.99% active; HEK293 Gal4-DAX1 luciferase reporter, luminescence; P51843; AID 504766; inhibition, % at 6.75 µM;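 active = inhibition above the mean over all tested compounds plus 3 SD, cut at about 4.2% in these data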;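 also: 0% = DAX1-transfected cells with DMSO and 100% = empty-vector control cells with DMSO; inhibition shows as a rise in luminescence from relieved DAX1 repression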
PG9 binder: small molecules binding HIV-1 gp120 antibody PG9; TR-FRET gp120-PG9 antibody binding; inhibition, % at 6.7 µM; 360,000 tested, 0.43% active; in the data active = inhibition above about 8.5%
hcDAF12 agonist: activates DAF-12 receptor from parasite H. contortus. 370,000 tested, 1.4% active. AID 652067. activation, % at 6.8 µM. HEK293 hcDAF-12 lit1-tk-luc reporter, luminescence; 0% DMSO, 100% Δ7-dafachronic acid;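 active = activation above the mean of all tested compounds plus 3 SD, cut at about 5.5% in these data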;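 also: 100% = response to 3 µM Δ7-dafachronic acid high control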
PLCb3 inh: PLC-beta3 (human) inhibition, primary screen. 370,000 tested, 0.18% active. inhibition, % at 12.2 µM. Purified PLC-beta3, fluorogenic substrate, fluorescence; in the data active = inhibition above about 11%;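 also: 0% = median of compound wells on plate and 100% = full blocker control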
Target sequence (Q01970 whole entry, looked up): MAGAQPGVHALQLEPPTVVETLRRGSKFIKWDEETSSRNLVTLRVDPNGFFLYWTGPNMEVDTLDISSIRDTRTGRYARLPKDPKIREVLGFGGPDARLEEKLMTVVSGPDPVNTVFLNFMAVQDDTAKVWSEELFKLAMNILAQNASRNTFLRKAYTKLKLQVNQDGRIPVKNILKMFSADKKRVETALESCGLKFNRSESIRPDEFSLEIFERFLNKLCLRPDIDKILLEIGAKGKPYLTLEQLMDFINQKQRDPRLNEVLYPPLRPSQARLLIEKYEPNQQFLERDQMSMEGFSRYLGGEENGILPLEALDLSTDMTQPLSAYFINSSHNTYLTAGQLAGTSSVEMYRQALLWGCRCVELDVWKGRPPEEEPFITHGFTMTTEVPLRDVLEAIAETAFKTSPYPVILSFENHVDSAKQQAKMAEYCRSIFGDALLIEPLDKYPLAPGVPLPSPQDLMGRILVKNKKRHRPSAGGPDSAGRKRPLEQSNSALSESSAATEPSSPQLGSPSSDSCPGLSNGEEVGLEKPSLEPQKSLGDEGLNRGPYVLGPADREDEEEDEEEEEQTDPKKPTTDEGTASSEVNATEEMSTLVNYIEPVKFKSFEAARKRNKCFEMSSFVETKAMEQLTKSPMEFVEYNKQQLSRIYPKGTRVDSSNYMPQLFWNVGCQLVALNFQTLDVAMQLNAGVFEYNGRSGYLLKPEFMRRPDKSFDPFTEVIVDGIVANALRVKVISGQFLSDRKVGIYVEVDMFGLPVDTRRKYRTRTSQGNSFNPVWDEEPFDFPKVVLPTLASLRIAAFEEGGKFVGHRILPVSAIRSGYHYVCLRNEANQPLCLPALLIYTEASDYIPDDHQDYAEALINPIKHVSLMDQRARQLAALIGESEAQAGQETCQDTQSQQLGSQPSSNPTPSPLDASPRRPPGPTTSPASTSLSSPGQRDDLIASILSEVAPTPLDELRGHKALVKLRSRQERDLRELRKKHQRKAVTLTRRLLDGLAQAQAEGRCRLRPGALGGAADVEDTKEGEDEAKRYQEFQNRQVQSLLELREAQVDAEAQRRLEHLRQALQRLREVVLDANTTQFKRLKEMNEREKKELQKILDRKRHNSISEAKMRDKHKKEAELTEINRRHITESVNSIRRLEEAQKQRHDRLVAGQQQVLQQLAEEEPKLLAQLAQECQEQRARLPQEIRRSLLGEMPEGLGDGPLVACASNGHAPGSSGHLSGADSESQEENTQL
Starred values were filed as active, the others as inactive; · = no result given; & = joins results of further samples. This is a random part of the collection. About 7% of those tested had a hit in this group.

Compound	NR1D1 modulator	hcDAF12 agonist	PLCb3 inh	SMARCA2 activ	sPLA2-III inh	FXN GAA850 act	PG9 binder	hgDAF12 agonist	DAX1 inh-1	DAX1 inh-2	ssDAF-12 act
COc1cccc2c1Oc1ncccc1N(C(=O)CCC(=O)NCc1ccccc1)C2	1.1	-0.3	-10.0	1.7	1.8	1.1	-1.3	1.7	-0.9	1.0	-1.4
Cc1ccc(OCC(=O)N/N=C\c2ccco2)c(C)c1	1.8	-1.1	-0.4	4.6	1.7	4.1	-2.6	-0.6	0.1	-0.1	-1.5
O=C(NCc1ccccc1)N1CCC(n2cnc3cc(F)ccc32)CC1	0.2	-1.9	2.5	-0.5	-0.5	-3.5	1.8	0.4	0.2	-0.9	-0.8
CC(C)CC(=O)N1CCN(CC2CC=CCC2)CC1 (stereo not drawn)	-3.1	0.1	-0.8	-0.3	3.1	2.1	0.0	-1.1	0.2	1.2	-1.4
CN(C(=O)CSc1nc(O)cc(=O)n1C1CCCC1)c1ccccc1	2.4	0.9	-11.3	-2.9	-0.6	-1.4	-1.0	-1.2	-0.3	2.3	-1.6
COc1cc(NC(=O)N2c3ccccc3Sc3ccccc32)c(C(=O)O)cc1OC	-1.8	-1.2	-32.6	3.4	6.5	1.9	-4.5	-2.7	-0.1	1.0	-0.3
CCNS(=O)(=O)c1ccc(CCC(=O)NCc2ccncc2)cc1	0.8	1.1	-4.4	-3.5	-0.9	1.4	-3.2	3.2	0.4	-1.3	-1.2
CCC(O)c1nc2ccccc2n1CCc1ccccc1 (stereo not drawn)	4.2	0.4	-3.9	0.2	-3.6	0.8	-2.5	2.2	0.4	0.5	-0.9
O=c1oc(-c2cccs2)nc2sc3c(c12)CCC3	4.8	1.3	-15.1	1.3	-1.4	-0.4	-2.2	-0.3	0.4	1.0	-1.4
COc1ccc(NC(=O)C2CCC(CNC(=O)[C@@H]3Cc4ccccc4CN3)CC2)cc1 (stereo partly drawn)	1.4	-1.6	-6.2	-2.5	5.3	-1.4	-0.9	-1.5	-0.1	0.6	-1.4
CN(CCO)c1cc(NCCCN2CCC(Cc3ccccc3)CC2)c2nonc2c1[N+](=O)[O-]	-3.3	-0.3	-7.3	-0.1	-17.5	0.9	-0.7	-0.9	0.2	-0.8	-2.1
O=C(c1ccc(-c2ccc([N+](=O)[O-])cc2)o1)N1CCCC(C(F)(F)F)C1 (stereo not drawn)	-2.2	-1.9	-61.4	6.2	-2.0	0.5	-0.8	2.1	0.0	-1.6	-1.0
COc1ccc(CNC(=O)C[C@@H]2C[C@H]3c4cc(NC(=O)NC5CCCC5)ccc4O[C@H]3[C@H](CO)O2)cc1	-3.2	0.2	-0.8	-4.3	-5.7	-1.5	0.4	1.5	-0.5	-1.1	-1.2
CC(Oc1ccccc1)C(=O)NC1CC(C)(C)NC(C)(C)C1 (stereo not drawn)	-0.4	-1.1	2.2	-0.6	2.2	0.3	0.1	-2.7	1.0	-1.5	-0.1
CC(C)NC(=O)NC(=O)CSc1nnc(-c2ccccc2F)n1N	1.4	-0.9	0.6	1.2	1.5	0.8	0.8	-4.4	0.0	0.0	-0.9
COc1ccc(N2C(=O)C3C(c4ccc(OC)cc4O)NC(Cc4ccccc4)(C(=O)O)C3C2=O)cc1 (stereo not drawn)	3.0	-0.1	2.3	0.8	0.2	1.5	1.9	2.0	0.4	7.6*	-0.2
CC[C@H]1OC(=O)[C@H](C)[C@@H](O[C@H]2C[C@@](C)(OC)[C@@H](O)[C@H](C)O2)[C@H](C)[C@@H](O[C@@H]2O[C@H](C)C[C@H](N(C)C)[C@H]2O)[C@](C)(OC)C[C@@H](C)C(=O)[C@H](C)[C@@H](O)[C@]1(C)O	-4.8&2.7	-0.8	-2.3	-1.8	-1.3	0.2	-0.9	-0.9	0.3	-0.5	-1.7
COc1ccc(COc2cccc(C=O)c2)cc1	-3.6	1.7	1.4	4.6	4.5	1.8	-1.6	9.9	1.1	-2.2	0.2
COc1ccc(S(=O)(=O)Nc2ccc(C)c(S(=O)(=O)N3CCOCC3)c2)cc1[N+](=O)[O-]	0.9	0.0	-6.0	2.0	-8.2	1.2	-2.3	-0.5	1.1	-1.0	-0.8
CCCN1CCN(S(=O)(=O)c2ccc3c(c2)NC(=O)C(C)C(=O)N3)CC1 (stereo not drawn)	-2.7	1.8	0.8	-0.9	2.0	-1.0	1.0	-1.6	0.9	1.0	-0.6
Cc1ccc(S(=O)(=O)N2C(=O)CCC2C(=O)Nn2cnnc2)cc1 (stereo not drawn)	-1.4	-1.8	2.1	-2.9	5.5	3.7	0.7	0.5	0.3	0.1	-0.7
Cc1noc(C)c1NC(=O)Nc1ccc2c(c1)C(=O)N([C@H](C)CO)C[C@H](C)[C@H](CN(C)C)O2	-1.4	-0.8	-3.4	0.3	8.3	0.8	0.6	0.3	0.6	-0.1	-1.3
O=C(O)c1ccc2c(c1)C(c1ccccc1)OC2=O (stereo not drawn)	0.0	-0.1	3.7	-2.6	0.7	-0.8	0.8	-0.5	-0.1	-0.8	-0.5
O=C(CSc1cn[nH]n1)Nc1cccc(C(=O)O)c1	-1.1	0.4	-8.1	-0.9	-2.6	-1.0	-0.2	1.9	0.7	0.5	-1.0
CC1(C)CC(=O)C=C(NCc2cccnc2)C1	-5.2	-0.4	-5.1	-5.5	3.5	1.5	-0.5	0.6	0.4	3.1	-0.7
O=c1[nH]c(CSc2nnnn2-c2ccccc2)nc2ccccc12	-6.3	-0.8	0.7	-2.0	-5.8	0.0	-1.0	0.5	-0.2	-0.4	-1.0
Cc1cccc(C(CC(=O)NCc2ccco2)c2ccccc2)c1O (stereo not drawn)	-4.4	-0.9	-5.6	-2.1	-10.1	0.0	1.1	2.3	-1.5	4.1	-0.9
CN(CC(=O)NCc1ccco1)CC(=O)Nc1c(Cl)cccc1Cl	1.7	-1.0	-4.1	4.7	-3.8	-0.3	-1.3	-0.9	0.5	0.9	-1.9
Cc1nnsc1S(=O)(=O)Cc1ccccc1Cl	-4.2	-2.3	-1.2	-0.6	-1.6	-3.1	-0.4	0.1	0.2	0.4	-2.0
O=C(OCC(=O)N1CCCCCC1)c1ccc(Cl)c(S(=O)(=O)N2CCCC2)c1	1.0	-1.1	2.7	-2.2	-5.2	-0.2	-1.1	0.7	-0.4	0.9	-1.5
O=C(CSc1nnc(NC(=O)c2ccc(F)cc2F)s1)NC1CC1	3.4	4.3	-9.3	-0.1	3.3	0.2	0.5	3.0	0.1	1.9	-0.9
CCCCN(CCCC)Cc1cc(=O)oc2ccc3ccccc3c12	8.9	1.0	-35.7	-2.3	-5.6	·	-1.7	-0.4	-0.2	·	-0.9
CCn1c(C(C#N)/C(=N\S(=O)(=O)c2cccs2)c2ccccc2)nc2ccccc21 (stereo not drawn)	2.9	-0.4	-8.9	-4.0	-16.3	3.6	-0.9	-0.7	0.0	-0.9	-0.8
O=C(COC(=O)CC1CC2CCC1C2)NCc1ccc(Cl)cc1 (stereo not drawn)	3.1	-0.3	-5.5	-4.6	-3.8	1.0	-0.9	0.1	-1.0	1.3	-0.7
Cc1ccc(C)c2sc(NC(=O)c3ccc(N4CCCCC4)c([N+](=O)[O-])c3)nc12	3.0	-2.4	1.3	-0.5	0.8	0.6	0.4	4.0	0.3	1.5	-1.1
COc1cc([N+](=O)[O-])cc(/C=N/NC(=O)Cn2nc(C)cc2C)c1O	13.6	-1.7	-4.9	2.2	-2.5	0.5	2.0	-1.2	0.4	0.6	-1.6
Cc1cccc(NC(=O)c2c(O)c3ccccc3n(C)c2=O)c1	14.7	7.5*	-3.0	5.3	1.0	5.0	-1.6	5.2	0.9	1.3	1.1*
O=C(CNC(=O)c1ccccn1)N=Nc1c(O)[nH]c2ccccc12	-3.1	4.3	-0.2	6.7	-3.6	0.6	-6.9	9.1	0.2	-1.9	0.2
CC1CN(CC(O)COC(c2ccccc2)c2ccccc2)CC(C)O1 (stereo not drawn)	3.7	0.9	5.9	-1.6	0.8	-0.2	-2.0	-0.2	0.3	0.5	-1.4
CC(=O)Oc1ccc(/C=N/NS(=O)(=O)c2ccccc2)cc1	-0.6	-0.9	11.2*	-4.3	5.6	0.4	-5.3	0.0	-0.3	3.4	-1.1
O=S(=O)(c1ccc(Cl)cc1)N1CCN(C(=S)NCC2CCCO2)CC1 (stereo not drawn)	3.9	-1.6	-8.0	-2.4	6.5	1.1	-0.1	0.1	-0.1	-0.1	-1.4
CN(C)CCn1cnc2c(c1=N)C(c1ccccc1)c1ccc3ccccc3c1O2 (stereo not drawn)	-1.3	0.4	-5.2	3.0	-18.4	-4.7	-1.7	-0.9	-0.4	2.4	-0.9
COC(=O)[C@H](Cc1ccccc1)N1C/C=C\COc2c(Cl)cc(Cl)cc2S1(=O)=O	7.2	-1.9	0.9	1.4	-0.9	3.7	-2.2	-0.3	-0.2	-0.2	-1.1
COCCn1c(SCC(=O)NC(=O)NC(C)(C)C)nc2ccccc21	4.7	-0.5	2.6	1.3	-5.4	1.6	-1.1	-0.9	-0.3	-0.2	-1.1
CCOC(=O)c1c(C)[nH]c2cc(Br)c(OC)cc12	2.1	-1.4	1.6	3.5	-4.8	4.5	-2.2	0.2	-1.4	-0.3	-1.6
Cc1nn(-c2ccccc2)c(Cl)c1C(=O)NNC(=O)c1ccccc1O	-6.3	2.6	-7.5	-0.6	3.7	2.0	0.2	5.5	-0.9	0.8	-1.0
Nc1nnn(CC(=O)N/N=C/c2ccccc2Cl)n1	-3.1	-0.2	-4.5	-1.9	-4.5	0.2	-2.5	-0.6	0.1	·	-1.2
O=C(N/N=C/c1ccco1)c1cc(-c2cccc(Br)c2)nc2ccccc12	3.1	-2.7	-13.3	-1.8	1.6	0.4	-1.9	-0.3	-0.7	-1.1	-0.6
Cc1ccc(NC(=O)COC(=O)c2ccco2)cc1S(=O)(=O)N1CCOCC1	9.2	1.9	-7.5	-2.9	13.3	0.7	0.9	0.9	-0.6	0.3	-1.3
Cc1ccc(C(c2nnnn2C(C)(C)C)N2CCC(C)CC2)cc1 (stereo not drawn)	-4.3	-0.7	1.7	6.0	1.6	1.0	-0.7	0.8	0.1	0.2	-0.7
COc1ccc(Cn2cc(CN3CCc4onc(-c5ccc(Br)cc5)c4C3=O)nn2)cc1	3.0	-1.9	5.0	-3.1	-14.0	·	1.0	-2.9	-1.3	·	-1.7
CCSc1nnc(-c2cccnc2)n1-c1ccc(Cl)c(C)c1	8.5	-1.5	4.0	0.0	5.9	2.7	-1.5	-4.2	0.1	-0.3	-1.9
Cc1nc(NC(=O)c2c(-c3ccccc3Cl)noc2C)sc1C	5.0	-1.7	-10.8	-1.0	-6.6	-2.3	-1.5	-2.5	-4.3	-0.4	-1.9
COc1ccc(CCNC(=O)CC2COc3ccccc3O2)cc1OC (stereo not drawn)	-0.5	1.6	1.5	-1.5	1.4	-0.1	1.1	2.5	-0.6	-0.6	-1.0
c1ccc(-c2c[nH]c(-c3ccccc3)c2)cc1	1.5	2.5	-3.5	3.0	4.1	1.7	-3.6	11.8*	2.6	4.3*	0.4
